Growth percent in the NCI-60 one-dose screen (48 h, 10 µM unless noted): 100 = growth as untreated, 0 = no growth, -100 = all killed.
HS 578T: HS 578T breast cancer. actives 4.1% (n = 78,000). AID 1794788
MDA-MB-231: MDA-MB-231 breast cancer; actives 5% (n = 81,000)
MCF7: MCF7 breast cancer; actives 6.3% (n = 82,000); AID 1794796
K-562: K-562 leukemia; actives 7.4% (n = 78,000)
MDA-MB-468: MDA-MB-468 breast cancer | actives 8.5% (n = 78,000) | AID 2202374
T-47D: T-47D breast cancer; actives 5% (n = 79,000)
LOX IMVI: LOX IMVI melanoma; actives 7.4% (n = 79,000)
BT-549: BT-549 breast cancer; actives 4.4% (n = 78,000)
The depositor's hits bear a star; nt = not tested or not shown; & = joins results of further samples; [ ] = dose if it differs, or a comment. The calls were made as follows: active = growth percent below 10; inactive = the rest.

SMILES	HS 578T	MDA-MB-231	MCF7	K-562	MDA-MB-468	T-47D	LOX IMVI	BT-549
Cc1csc(=NCc2cccnc2)n1C	97	111	90	106	99	104	97	111
O=C(O)c1cc(C(=O)O)[nH]n1	111	115	89	102	112	111	92	nt
Cc1ccc2oc(=O)cc(Cn3cc(CSc4nc5ccccc5o4)nn3)c2c1	109	101	92	100	105	94	94	96
CC1CO/C(=C2\C(=O)OCC2C)C1 (stereo not drawn)	101	110	95	101	100	110	102	120
CCCC(=O)NCCc1ccc(OC)c(OC)c1	108	88	92	121	84	112	96	92
CC(C)Cn1cnc2c(N)nc3ccccc3c21	100&118&107	91&102&104	97&93&101	79&79	77&79&104	95&107&95	97&97&95	114&103&100
c1ccc(Nc2ccccc2)cc1	112	106	105	101	111	101	107	nt
N#CC(C#N)=C1NC(c2ccccc2)=C(c2ccccc2)C(c2ccccc2Cl)=C1C#N	120	110	97	98	129	102	91	86
O=C(Cn1cc[n+](CC(=O)c2ccc(Cl)cc2)c1)Nc1cccc2cccnc12	98	79	77	90	72	84	96	95
CC(C)CC(NC(=O)CN)C(N)=O (stereo not drawn)	94	nt	99	101	100	nt	101	98
NC(N)=N/N=C/c1ccccn1	nt	116	99	109	101	110	96	105
CCCCN(CN(CCCC)C1C=CCC1)C1C=CCC1 (stereo not drawn)	102	103	101	102	89	95	99	112
CC(C)(S)[C@H](N)C(=O)O	128	104	110	109	108	109	107	106
O=C1C(=O)c2cc([N+](=O)[O-])ccc2-c2ccccc21	nt	-51*	-55*	-9.4*	-96*	-36*	-88*	nt
COc1cc(CNC(=O)C[C@H](C)CCC=C(C)C)ccc1OCc1cn(-c2ccccc2F)nn1	40	67	67	82	58	61	77	71
CN1CCN(NC(=O)NS(=O)(=O)c2ccc(Cl)cc2)CC1	100	99	92	99	105	97	100	118
Nc1nc(Cl)c2c(n1)Nc1ccccc1N=C2	114	95	60	89	107	81	92	108
Cc1cc(Cl)nc(Cl)n1	nt	100	97	101	105	118	98	96
C#CCOc1ccc(C2=NN(CC)C3N=C(Cl)c4ncn(CC)c4N23)cc1OCC#C (stereo not drawn)	81	86	88	58	60	37	75	91
Cn1cc(-c2nn3cc(-c4ccncc4)nc3s2)c2cc(Br)ccc21	54	79	26	4.3*	75	37	53	49
COc1ccc(C(=O)COc2cccc(/C=C3\Oc4ccc5ccccc5c4C3=O)c2)cc1	93	79	10	81	nt	38	-80*	-97*
COc1ccc(-c2c(C(=O)O)nnn2-c2cc(OC)c(OC)c(OC)c2)cc1	105	117	93	101	90	101	100	94
O=C(/C=C/c1ccccc1)n1c(-c2ccccc2)nc2ccccc21	104	117	98	103	98	97	100	112
COc1cc(/C=C/c2cc(/C=C/c3ccc(O)c(OC)c3)nc(N)n2)ccc1O	-1.0*	3.4*	7.6*	5.5*	-35*	1.6*	-16*	-24*
O=C(CSc1nc2ccccc2[nH]1)Nc1ccc(Cl)cc1	88	74	88	78	90	74	90	88
O=S(=O)(Nc1cccc2cc(OS(=O)(=O)c3ccccc3)ccc12)c1ccccc1	57	76	37	25	13	45	55	45
CCCCCCCCCCCCCCCc1cc(OC2OC(COC(C)=O)C(OC(C)=O)C(OC(C)=O)C2OC(C)=O)ccc1N (stereo not drawn)	90	nt	75	72	55	nt	59	24
COc1ccc(-c2nc(-c3c[nH]c4ccccc34)cs2)cc1	80	100	97	103	95	93	102	89
CCOc1cc2ncc(C#N)c(Nc3ccc(F)c(Cl)c3)c2cc1NC(=O)CC1CCSS1 (stereo not drawn)	-17*	-66*	-35*	-26*	-74*	-48*	-81*	-25*
COc1cc(N)c2nccc(C)c2c1OC	104	91	113	92	nt	108	96	83
O=C1NOCC1N=Cc1cc(Cl)ccc1O (stereo not drawn)	120	93	83	110	120	98	79	96
O=C1C(Cl)OC(c2ccccc2)=NN1c1ccccc1 (stereo not drawn)	105	88	90	24	99	65	41	100
CCc1ccccc1NC(=O)N1CCOCC1	108	102	95	126	95	104	97	102
C/C=C(C)/C=N/Nc1nc(-c2ccccc2)cs1	96	95	87	98	115	87	98	95
COc1cc(Cn2ncc3ccc(NC(=O)c4cc5ccccc5oc4=N)cc32)cc(OC)c1OC	90	54	25	16	37	40	64	44
C[C@]12CC(=O)C[C@@H]1C[C@H]1CC[C@]3(C)CC4(C[C@H]3C[C@H]1C2)SCCS4	108	97	103	nt	104	83	106	106
COC(=O)C(CO)c1ccccc1 (stereo not drawn)	110	105	96	105	111	97	100	96
Cc1nc2c(cnn2-c2ccccc2)c(=O)n1-c1ccc(NC(=O)c2ccc([N+](=O)[O-])cc2)cc1	77	nt	43	31	31	34	66	51
Cc1cc(N(CCO)CCO)n2c(nc3ccccc32)c1C#N	107	94	98	105	109	91	102	99
CC1=CC(C)(C)Nc2ccc(C)cc21	130	111	99	93	92	nt	112	106
O=C(Nc1ccc(Cl)cc1)c1ccc(Cc2n[nH]c(=O)c3cccnc23)cc1	91	92	86	77	78	97	97	95
COc1ccc(-c2cc(NC(=O)Nc3cccc(C(C)=O)c3)no2)cc1	101	101	88	111	88	102	96	95
c1ccc(C2OCC(C3OC(c4ccccc4)OC4COC(c5ccccc5)OC43)O2)cc1 (stereo not drawn)	99	nt	96	118	92	nt	103	97
Cc1cc(N)c2cc(NC(=O)/C=C\c3ccccc3Cl)ccc2n1	-72*	-87*	-82*	-32*	-81*	-58*	-75*	-73*
Nc1cccc(-c2ccccc2Oc2ccc3nnc(Cl)n3n2)c1	103	101	95	95	93	89	98	93
COc1ccc(Nc2nc(SC)nc(-c3cccc(N)c3)c2C#N)cc1	87	86	84	68	100	73	92	87
CNc1ccccc1[N+](=O)[O-]	nt	116	105	110	108	94	106	nt
Cc1ccc2nc(/C(C#N)=C(/CCCO)NC(Cc3ccccc3)C(=O)OCc3ccccc3)[nH]c(=O)c2c1 (stereo not drawn)	183	113	100	119	nt	93	99	94
N=C(N)SCNC(=O)NCSC(=N)N	110	107	95	95	89	91	96	97
CCOC(=O)c1noc2c1CCc1c-2cn(Cc2ccc(OC)cc2)c1-c1ccc(O)cc1	98	114	96	93	107	63	94	99
CCCCCCCCCCCCCCCCCCSC1=CC(=O)C(OC)=C(OC)C1=O	91	94	97	82	105	88	46	111
CCOC(=O)/C=C(/C)Sc1cc(O)c2ccccc2c1O	-28*	15	-76*	18	30	37	-36*	-37*
COc1ccc2cc(C(C)c3nnc(N)s3)ccc2c1 (stereo not drawn)	109	106	102	91	120	107	93	nt
Cc1ccc(-[n+]2noc([O-])c2C2=NN(c3ccccc3)C(c3ccccc3)C2)cc1 (stereo not drawn)	93	91	95	101	106	nt	96	71
Cc1ccc2c(n1)C(=O)C(Br)=C(C1CCCC1)C2=O	93	85	90	34	95	90	92	95
COc1ccc(/C=C/C(=O)c2ccc(B(O)O)cc2)cc1	87	99	50	99	109	93	84	55
Cc1ccsc1-c1ccc2c(c1)COC2(CCCN(C)C)c1ccc(F)cc1 (stereo not drawn)	49	51	23	1.2*	-8.3*	49	nt	82
COc1ccc2c(c1)sc1nc(-c3ccccc3)c(-c3cnccn3)n12	108	120	96	98	107	110	102	119
Cc1ccc(-c2nc(C#N)c(S(=O)(=O)N3CCN(S(=O)(=O)c4ccccc4)CC3)o2)cc1	66	31	-31*	-28*	-49*	-1.5*	-92*	-19*
O=C(/C=C/c1ccc(Oc2ccc(Br)cc2)cc1)c1ccc(Cl)cc1	102	97	64	79	106	77	94	105

Given with values under each structure: entries from further up.
Values run as follows: HS 578T, MDA-MB-231, MCF7, K-562, MDA-MB-468, T-47D, LOX IMVI, BT-549
COc1ccc(-c2cc(NC(=O)Nc3cccc(C(C)=O)c3)no2)cc1
  101, 101, 88, 111, 88, 102, 96, 95
c1ccc(C2OCC(C3OC(c4ccccc4)OC4COC(c5ccccc5)OC43)O2)cc1 (stereo not drawn)
  99, nt, 96, 118, 92, nt, 103, 97
Cc1cc(N)c2cc(NC(=O)/C=C\c3ccccc3Cl)ccc2n1
  -72*, -87*, -82*, -32*, -81*, -58*, -75*, -73*
Nc1cccc(-c2ccccc2Oc2ccc3nnc(Cl)n3n2)c1
  103, 101, 95, 95, 93, 89, 98, 93
COc1ccc(Nc2nc(SC)nc(-c3cccc(N)c3)c2C#N)cc1
  87, 86, 84, 68, 100, 73, 92, 87
CNc1ccccc1[N+](=O)[O-]
  nt, 116, 105, 110, 108, 94, 106, nt
Cc1ccc2nc(/C(C#N)=C(/CCCO)NC(Cc3ccccc3)C(=O)OCc3ccccc3)[nH]c(=O)c2c1 (stereo not drawn)
  183, 113, 100, 119, nt, 93, 99, 94
N=C(N)SCNC(=O)NCSC(=N)N
  110, 107, 95, 95, 89, 91, 96, 97
CCOC(=O)c1noc2c1CCc1c-2cn(Cc2ccc(OC)cc2)c1-c1ccc(O)cc1
  98, 114, 96, 93, 107, 63, 94, 99
CCCCCCCCCCCCCCCCCCSC1=CC(=O)C(OC)=C(OC)C1=O
  91, 94, 97, 82, 105, 88, 46, 111
CCOC(=O)/C=C(/C)Sc1cc(O)c2ccccc2c1O
  -28*, 15, -76*, 18, 30, 37, -36*, -37*
COc1ccc2cc(C(C)c3nnc(N)s3)ccc2c1 (stereo not drawn)
  109, 106, 102, 91, 120, 107, 93, nt
Cc1ccc(-[n+]2noc([O-])c2C2=NN(c3ccccc3)C(c3ccccc3)C2)cc1 (stereo not drawn)
  93, 91, 95, 101, 106, nt, 96, 71
Cc1ccc2c(n1)C(=O)C(Br)=C(C1CCCC1)C2=O
  93, 85, 90, 34, 95, 90, 92, 95
COc1ccc(/C=C/C(=O)c2ccc(B(O)O)cc2)cc1
  87, 99, 50, 99, 109, 93, 84, 55
Cc1ccsc1-c1ccc2c(c1)COC2(CCCN(C)C)c1ccc(F)cc1 (stereo not drawn)
  49, 51, 23, 1.2*, -8.3*, 49, nt, 82
COc1ccc2c(c1)sc1nc(-c3ccccc3)c(-c3cnccn3)n12
  108, 120, 96, 98, 107, 110, 102, 119
Cc1ccc(-c2nc(C#N)c(S(=O)(=O)N3CCN(S(=O)(=O)c4ccccc4)CC3)o2)cc1
  66, 31, -31*, -28*, -49*, -1.5*, -92*, -19*
O=C(/C=C/c1ccc(Oc2ccc(Br)cc2)cc1)c1ccc(Cl)cc1
  102, 97, 64, 79, 106, 77, 94, 105

Next section
SMILES	HS 578T	MDA-MB-231	MCF7	K-562	MDA-MB-468	T-47D	LOX IMVI	BT-549
C=CCOC(=O)C(O)C=C (stereo not drawn)	100	114	99	101	102	98	97	101
Cc1ccc(C)n1-c1ccsc1C(=O)NNC(=O)C(Cl)=C(Cl)Cl	106	108	73	89	70	85	nt	105
O=C1Nc2c(sc3ccc(Cl)cc23)C(c2cccc(Br)c2)N1 (stereo not drawn)	106	93	82	94	126	88	103	117
CC(=O)Nc1c(Cl)cc(Cl)cc1Cl	nt	107	96	97	107	113	101	108
Nc1cc(-c2c[nH]c3ccccc23)nc2cc(-c3c[nH]c4ccccc34)nn12	81	48	27	4.2*	52	69	-25*	84
CC(C)=C1C=C2CC[C@@H]3[C@](C)(CCC[C@@]3(C)C(=O)O)[C@H]2CC1	110	100	96	84	0.2*	98	85	126
CCOC(=O)c1[nH]c(=S)nc(-c2ccc(F)cc2)c1C(=O)c1ccc(Br)cc1	nt	106	105	81	114	93	103	99
COc1ccc(-c2cc(C(=O)Nc3nc4ccc(Cl)cc4s3)nc3cc(-c4ccccc4)nn23)cc1	103	120	103	122	102	101	100	124
O=[N+]([O-])c1cc(F)ccc1CCc1ccc(F)cc1[N+](=O)[O-]	100	nt	96	95	99	103	100	106
Cc1cc(N=C2C=CC(=O)C=C2)c(N)cc1N	102	88	87	102	114	92	91	nt
CN(C)CCc1c[nH]c2ccc(CS(=O)(=O)N3CCCC3)cc12	95	93	106	108	100	103	102	106
CCN(CC)S(=O)(=O)c1cccc(-c2ccc3c(NC(=O)C4CC4)n[nH]c3c2)c1	24[6.25 µM]	38[6.25 µM]	6.8*[6.25 µM]	9.6*[6.25 µM]	6.5*[6.25 µM]	nt	11[6.25 µM]	1.0*[6.25 µM]

Single records, from the list above. Order of screens: HS 578T | MDA-MB-231 | MCF7 | K-562 | MDA-MB-468 | T-47D | LOX IMVI | BT-549
O=C1Nc2c(sc3ccc(Cl)cc23)C(c2cccc(Br)c2)N1 (stereo not drawn) is entered as 106 | 93 | 82 | 94 | 126 | 88 | 103 | 117
CCN(CC)S(=O)(=O)c1cccc(-c2ccc3c(NC(=O)C4CC4)n[nH]c3c2)c1 is entered as 24[6.25 µM] | 38[6.25 µM] | 6.8*[6.25 µM] | 9.6*[6.25 µM] | 6.5*[6.25 µM] | nt | 11[6.25 µM] | 1.0*[6.25 µM]

Remaining list, next part:
SMILES	HS 578T	MDA-MB-231	MCF7	K-562	MDA-MB-468	T-47D	LOX IMVI	BT-549
Cn1c2c(c(=O)[nH]c1=O)NC1=C(C(=O)c3ccccc31)C1(C=C(O)c3ccccc31)N2 (stereo not drawn)	110	105	91	112	100	108	94	180
O=Cc1c(Cl)[nH]c2ccc(-c3nc4sccn4c3C=O)cc12	87	89	65	60	nt	87	102	97
CCOC(=O)c1ccc(-n2c(C)nc3cc(Cl)ccc3c2=O)cc1	115	88	85	84	91	85	99	88
CN1CCc2c(sc3nc(-c4cccc(Cl)c4Cl)[nH]c(=O)c23)C1	nt	nt	88	70	86	95	nt	98
O=C(O)c1cc(NCCO)c(C(=O)O)cc1NCCO	111	96	98	90	105	99	92	102

High-throughput results deposited in PubChem BioAssay by NCI.
